Screening data from PubChem.
GAA glycogen mod: qHTS Assay for Inhibitors and Activators of Human alpha-Glucosidase Cleavage of Glycogen | recombinant GAA, glycogen substrate, Amplex Red glucose oxidase fluorescence | Potency, µM (series often up to 76.4 µM), for the others: top-dose activity change, negative = inhibition, usual class: inhibitors | 300,000 compounds, 0.38% hits; active = well fitted inhibition curve with a large enough effect; inconclusive = small, poorly fitted or top-dose-only effect, or another doubt; inactive = no such curve, though single readings can be large or run the other way;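 also: 0% = full enzyme reaction and -100% = no-enzyme basal signal; the screen sought inhibitors and activators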
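Recombinant human enzyme (4 nM); glycogen substrate; 37 C, 40 min, pH 5.0. Readout: coupled glucose oxidase/Amplex Red fluorescence.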
* = called active by the depositor; ? = inconclusive; & = joins results of further samples; [ ] = remark or other dose. Potency is read from the fitted curve at half-maximal effect. The list is partial. The share of hits here may be higher or lower than overall.

Start of the data: the first five records (preview)
SMILES	GAA glycogen mod
COc1ccc(CNC(=O)CN(Cc2ccccc2F)C(=O)c2csnn2)cc1	-0.5%
O=C(CSc1nc2ccccc2c(=O)[nH]1)Nc1ccccc1O	-4.2%
CCOCCCN(C)C1CCN(C(=O)c2oc3ccccc3c2NC(=O)c2cccc([N+](=O)[O-])c2)CC1	-23.9%[76.3 µM]
COc1cc(S(=O)(=O)NC2CC(C)(C)NC(C)(C)C2)c(OC)cc1Cl	-12.1%[15.3 µM]
CCN(CC)S(=O)(=O)c1cc(NC(=O)CN2C(=O)NC(C)(c3ccccc3)C2=O)ccc1C (configuration not stated)	-9.5%

This part in full, from the start:
SMILES	GAA glycogen mod
COc1ccc(CNC(=O)CN(Cc2ccccc2F)C(=O)c2csnn2)cc1	-0.5%
O=C(CSc1nc2ccccc2c(=O)[nH]1)Nc1ccccc1O	-4.2%
CCOCCCN(C)C1CCN(C(=O)c2oc3ccccc3c2NC(=O)c2cccc([N+](=O)[O-])c2)CC1	-23.9%[76.3 µM]
COc1cc(S(=O)(=O)NC2CC(C)(C)NC(C)(C)C2)c(OC)cc1Cl	-12.1%[15.3 µM]
CCN(CC)S(=O)(=O)c1cc(NC(=O)CN2C(=O)NC(C)(c3ccccc3)C2=O)ccc1C (configuration not stated)	-9.5%
COc1cccc(NC(=O)c2cccnn2)c1	0.8%
COc1ccccc1CC(=O)N(Cc1ccccc1)c1ccc(C)cc1	-12.9%[76.3 µM]
COc1ccc(C(C)=O)cc1Cn1c(=O)cc(C)[nH]c1=O	4.3%
CCc1ccc2nc(N(CCCN(C)C)C(=O)c3ccc(S(=O)(=O)N4CCc5ccccc5C4)cc3)sc2c1	-0.1%[76.3 µM]
CCC(C)N(C(=O)COc1ccccc1C(=O)NCc1ccccc1)C1CCS(=O)(=O)C1 (configuration not stated)	4.0%[76.3 µM]
COc1cc2c(cc1OC)C(c1ccccc1F)NCC2 (configuration not stated)	-4.4%[76.3 µM]
COc1ccccc1/C=C/c1onc(C)c1S(=O)(=O)N1CCC(C(=O)NC2CCCCCC2)CC1	-6.9%[76.3 µM]
COc1ccc2oc(C)c(C(=O)c3ccc(C)cc3)c2c1	-2.2%
Cc1ccc(-c2noc(-c3ccc(N4CCCC4)c([N+](=O)[O-])c3)n2)cc1	5.9%[76.3 µM]
CC(=O)Nc1cccc(C(=O)NCCc2ccco2)c1	-7.2%[76.3 µM]

As entered above.
`CCc1ccc2nc(N(CCCN(C)C)C(=O)c3ccc(S(=O)(=O)N4CCc5ccccc5C4)cc3)sc2c1` in GAA glycogen mod is listed with -0.1%[76.3 µM]
`O=C(CSc1nc2ccccc2c(=O)[nH]1)Nc1ccccc1O` in GAA glycogen mod is listed with -4.2%
`CCC(C)N(C(=O)COc1ccccc1C(=O)NCc1ccccc1)C1CCS(=O)(=O)C1` (configuration not stated) in GAA glycogen mod is listed with 4.0%[76.3 µM]

The listing continues:
SMILES	GAA glycogen mod
O=C(O)C/C(=C\c1ccc2c(c1)OCO2)c1nc2ccccc2s1	-11.3%
O=C(Cn1ncn2nc(-c3cccs3)cc2c1=O)NCc1ccccc1Cl	-0.2%[76.3 µM]
Cc1ccc(C(=O)N2CCN(C34CC5CC(CC(C5)C3)C4)CC2)o1	-0.2%[76.3 µM]
Cc1cc(C)c(NC(=O)CSc2nnnn2-c2cccnc2)c(C)c1	-2.8%
O=C(CCC(=O)N1CCSc2ccccc21)NCc1ccccc1	12.2%[76.3 µM]
CCOc1ccccc1N(CC(=O)Nc1cccc2ccccc12)S(C)(=O)=O	-11.1%[76.3 µM]
CCn1c(C(=O)O)c(CC(=O)N(C)c2ccc(OC)cc2OC)c2ccccc21	-7.5%
CCOC(=O)C1=C(C)N(CCCCCC(=O)O)C(=O)NC1c1ccc(Br)cc1 (configuration not stated)	18.4%[76.3 µM]
CCOCCCNC(=O)c1cn(C)c2ccc(S(=O)(=O)N3CCCC3)cc2c1=O	-8.0%[76.3 µM]
COc1ccc(N2CCN(S(=O)(=O)CCNC(=O)C34CC5CC(CC(C5)C3)C4)CC2)cc1	0.3%[76.3 µM]
C1=CC(c2cc3ccccc3o2)OC(CCc2ccccc2)C1 (configuration not stated)	20.4%[76.3 µM]
COc1ccccc1NC(=O)C1CCCN1S(=O)(=O)c1ccc(Cl)cc1 (configuration not stated)	-1.3%
COc1ccc(S(=O)(=O)NCc2cc(=O)n(C)c(=O)n2C)cc1C	-0.4%[76.3 µM]
CCc1cc2c(NC(Cc3ccccc3)C(=O)O)ncnc2s1 (configuration not stated)	6.0%[76.3 µM]
Cc1cccc(CSc2nc3c(sc4ccccc43)c(=O)n2CCC(=O)NC(C)C)c1	-2.4%[76.3 µM]
CCCn1c2ccccc2c2cnn(CC(=O)NCCOC)c(=O)c21	3.6%
CC1CCCCN1S(=O)(=O)c1ccc(C(=O)N(CCCN(C)C)c2nc3ccc(Br)cc3s2)cc1 (configuration not stated)	6.3%[76.3 µM]
O=S(=O)(c1ccccc1)N1CCN(CCO)CC1	-1.6%[76.3 µM]
CCN1CCc2nc3sc(C(=O)Nc4cccnc4Cl)c(N)c3cc2C1	-26.9%[76.3 µM]
Cc1cc2c(SCC(=O)NC3CCCC3)ncnc2s1	1.7%
CC(=O)c1cccc(NC(=O)CCC(=O)Oc2ccc(C)cc2)c1	4.6%
CCN1CCC(N2CCN(c3ccc(Cl)cc3)CC2)CC1	9.8%[76.3 µM]
CCC(CC)CN1CCN=C1N(C)C	0.6%[76.3 µM]
CC(C)[C@H](N)c1nnc2n1N=C(c1ccc(Cl)cc1)CS2	0.9%
Cc1ccc2oc(=O)c(-c3nc(-c4cccs4)no3)cc2c1	-5.0%[76.3 µM]
CCOc1ccc(NC(=O)[C@@H]2CCC(=O)N2C2OC(=O)c3ccccc32)cc1 (some centres not stated)	15.8%[76.3 µM]
CCOC(=O)C1(C)NC(c2cccc(C)c2)C2C(=O)N(c3ccccc3)C(=O)C21 (configuration not stated)	2.5%[76.3 µM]
COc1ccc(Cc2nnc(NC(=O)Nc3ccc(C)cc3)s2)cc1OC	-0.3%
Cc1cc(C(=O)Nc2ccc(S(=O)(=O)N3CCOCC3)cc2)ccc1[N+](=O)[O-]	-14.5%[76.3 µM]
O=C1Nc2ccc(Br)cc2C1=C1CCCCC1	-12.1%[76.3 µM]
CCc1nnc(NS(=O)(=O)c2ccc(NCc3cc(Cl)ccc3O)cc2)s1	-0.8%
O=C(OCc1ccc([N+](=O)[O-])cc1)c1cc(=O)c2ccccc2o1	4.7%
Cc1nn(CC(=O)Nc2ccc(N3CCOCC3)cc2)c(C)c1Br	-2.0%[76.3 µM]
O=C(COc1cc2oc(=O)c3c(c2cc1Cl)CCCC3)N1C[C@H]2C[C@@H](C1)c1cccc(=O)n1C2	-3.5%[76.3 µM]
COc1ccc(CCN2Cc3c(cccc3[N+](=O)[O-])C2=O)cc1OC	3.2%
COc1ccccc1CCC(=O)Oc1ccc(C#N)cc1OC	-12.1%[76.3 µM]
Cc1ccc(CNC(=O)N2CCN(S(=O)(=O)c3ccccc3)CC2)cc1	-5.2%
CCC1=NN(C(=O)c2ccc([N+](=O)[O-])cc2)C(O)(c2ccccc2)C1 (configuration not stated)	-20.2%[76.3 µM]
O=C(CCC(=O)n1ncc2ccccc21)NCc1ccccc1Cl	18.7%[76.3 µM]
Cc1ccc(CNC(=O)c2oc3c(c2C)-c2nn(Cc4ccc(Cl)cc4)cc2CC3)cc1	12.5%[76.3 µM]
COc1ccc(NC(=O)N2CCCC(C(=O)Nc3cccc(C)c3C)C2)cc1 (configuration not stated)	2.9%
CCn1cc(CCC(=O)NCCN2CCOCC2)c2ccccc21	1.5%
Cc1ccc(C)c(OC(=O)CSc2nnc(-c3cccs3)o2)c1	9.8%[76.3 µM]
Cc1cc(C)cc(OC(C)C(=O)Nc2ccc3c(c2)n(C)c(=O)n3C)c1 (configuration not stated)	13.9%[76.3 µM]
Cc1cc(C(=O)N/N=C/c2cc(Br)c(Br)o2)n[nH]1	7.8%
CN(C)/C=C/C(=O)c1ccc([N+](=O)[O-])c(CS(=O)(=O)c2ccc(Cl)cc2)c1	7.3%
CCc1ccc(NC(=O)Cn2c(=O)c(-c3ccccc3NC(C)=O)nc3ccccc32)cc1	19.5%[76.3 µM]
C=CCn1c(SCC(=O)NC2CCCC2)nnc1-c1ccncc1	0.4%[76.3 µM]
Cc1cc(OC(C)C(=O)NCC(O)c2ccccc2)c2c(C)cc(=O)oc2c1 (configuration not stated)	-4.5%[76.3 µM]
CCOC(=O)C1=C(CS(=O)(=O)c2ccc(F)cc2)NC(=O)NC1c1cc(OC)c(O)c(OC)c1 (configuration not stated)	?
O=C1Nc2ccccc2C1=Nc1ccc(Br)cc1	-16.5%[76.3 µM]
Cc1ccc(NC(=O)c2nc(S(C)(=O)=O)ncc2N(Cc2ccco2)Cc2ccccc2F)c(C)c1	2.7%[76.3 µM]
Cc1cccc(C)c1NC(=O)C1CCCN1S(=O)(=O)c1ccccc1 (configuration not stated)	6.3%[76.3 µM]
O=C(Nc1c(C(=O)N2CCN(c3ccccc3F)CC2)oc2ccccc12)c1ccc(Br)o1	10.2%[76.3 µM]
NC(=O)c1ccc(C(=O)N/N=C(/Cc2ccccc2)c2ccccc2)cc1	-7.9%[76.3 µM]
COc1ccc(N2CCN(C(=S)Nc3cccc(OC)c3)CC2)cc1	-4.5%[76.3 µM]
Cc1ccc(NC(=O)CCCn2c(=S)[nH]c3ccsc3c2=O)cc1C	3.2%[76.3 µM]
Cc1ccc(CNC(=O)C2CCCN2C(=O)Nc2cccc(Cl)c2)cc1 (configuration not stated)	4.4%[76.3 µM]
Fc1ccc(/C=N\Nc2cccc(F)c2)cc1	3.1%[76.3 µM]
COc1ccc(C(=O)CC(=O)C(=O)Nc2cccc(C(C)=O)c2)cc1	-0.4%

Pulled by structure from the entries so far (five):
SMILES	GAA glycogen mod
Cc1cc(OC(C)C(=O)NCC(O)c2ccccc2)c2c(C)cc(=O)oc2c1 (configuration not stated)	-4.5%[76.3 µM]
Cc1ccc(CNC(=O)C2CCCN2C(=O)Nc2cccc(Cl)c2)cc1 (configuration not stated)	4.4%[76.3 µM]
O=C(CCC(=O)N1CCSc2ccccc21)NCc1ccccc1	12.2%[76.3 µM]
COc1ccccc1CCC(=O)Oc1ccc(C#N)cc1OC	-12.1%[76.3 µM]
CCc1ccc2nc(N(CCCN(C)C)C(=O)c3ccc(S(=O)(=O)N4CCc5ccccc5C4)cc3)sc2c1	-0.1%[76.3 µM]

The list goes on:
SMILES	GAA glycogen mod
COc1cccc(OC)c1NC(=O)Cn1nc(-c2ccc3c(c2)OCCO3)ccc1=O	-1.5%
CC1CCCN(C2=C(NS(=O)(=O)c3ccc(Br)cc3)C(=O)c3ccccc3C2=O)C1 (configuration not stated)	9.2%[76.3 µM]
CC(=O)N1c2ccc(S(=O)(=O)N3CCC(C(=O)Nc4cccc(Cl)c4)CC3)cc2CC1C (configuration not stated)	5.7%[76.3 µM]
O=C(Cn1cnc2c(nnn2-c2cccc(F)c2)c1=O)Nc1ccc2c(c1)OCCO2	-0.7%[76.3 µM]
CCN(CC)S(=O)(=O)c1ccc(OC)c(NC(=O)OCc2ccccc2)c1	-7.2%
CCCCCCn1c(N2CCCC2)nc2c1c(=O)[nH]c(=O)n2C	-2.3%
CC1CCN(C(=O)c2cccc(NC(=O)c3cccs3)c2)CC1	2.7%
CCCn1c(N)c(N(CCOC)C(=O)c2ccc(F)cc2F)c(=O)[nH]c1=O	-11.7%
O=C(NCc1ccccn1)c1ccc(OC2CCN(Cc3ccc(CO)o3)CC2)cc1	-7.4%[76.3 µM]
Cc1ccc(C2=NN(CC(=O)NCCN(CC(C)C)CC(C)C)C(=O)CC2)cc1	-8.3%
O=C(Nc1cccc(C(F)(F)F)c1)Nc1ccon1	1.4%[76.3 µM]
Cc1ccc(S(=O)(=O)NCc2cccnc2)cc1C	11.1%[76.3 µM]
CN1CCN(c2ccc(S(=O)(=O)N3CCOCC3)cc2)CC1	-6.7%[76.3 µM]
CCn1c(SCC(=O)Nc2ccc(C(C)=O)cc2)nnc1C1CC1	3.9%
Cn1c(=O)n(CCc2ccccc2)c2ccccc21	10.5%[76.3 µM]
CN(C)S(=O)(=O)c1cccc(COc2ncnc3c(Cl)cc(Cl)cc23)c1	16.5%[76.3 µM]
COc1cc(/C=N/NC(=O)c2cccnc2)cc(Br)c1O	-5.7%[76.3 µM]
O=C(CCc1ccccc1)NNC(=O)Nc1ccc(Cl)cc1	-4.6%[76.3 µM]
COC(=O)C1=C(C)N(Cc2ccccc2)C(=NCCc2cccnc2)N[C@H]1c1ccccc1	-3.4%&12.7%[76.3 µM]
Cc1cc(C)cc(NC(=O)c2ccc3c(c2)CCN3S(C)(=O)=O)c1	-4.2%
CC(C)c1nnc(NC(=O)C2CCCN(C(=O)Nc3ccc(F)cc3)C2)s1 (configuration not stated)	1.9%
Cc1ccccc1NC(=O)c1nc(S(C)(=O)=O)ncc1N(Cc1ccco1)Cc1sccc1C	-1.0%[76.3 µM]
O=C(NCc1ccccc1)c1nc(-c2ccc(Cl)cc2)n2c1CCCCC2	-12.2%[76.3 µM]
N#Cc1ccc(C(=O)NNC(=O)c2ccncc2)cc1	1.9%[76.3 µM]
COc1cccc(CN2CC(C(=O)N3CCCO3)CCC2=O)c1 (configuration not stated)	1.4%[76.3 µM]
O=C(NCCN1CCCCC1)Nc1cccc(Cl)c1Cl	-7.1%[76.3 µM]
COc1ccc(CNCc2ccccc2[N+](=O)[O-])cc1OC	-5.9%[76.3 µM]
CCOc1ccc(N(CC(=O)NC2CCCC2)C(=O)CCC(=O)Nc2nccs2)cc1	-2.5%
COCCCNS(=O)(=O)c1cccc(S(=O)(=O)c2cccc(S(=O)(=O)NCCCOC)c2)c1	-8.4%
CCCCOc1ccc(-c2n[nH]c(=S)n2Cc2ccccc2)cc1	0.2%
O=C(Nc1cccc(C(F)(F)F)c1)C1CCN(S(=O)(=O)c2cccnc2)CC1	3.6%[76.3 µM]
CCOC(=O)C1=C(C)N=c2s/c(=C\c3ccc(OCC(=O)O)cc3)c(=O)n2C1c1ccccc1OC (configuration not stated)	-13.3%
COC(=O)Cn1c(SCCOc2ccccc2Cl)nc2ccccc21	15.2%[76.3 µM]
